mcGAS lum: cyclic GMP-AMP synthase inhibitors, mouse, primary biochemical chemiluminescence. Q8C6L5. recombinant cGAS, Kinase-Glo ATP depletion luminescence. inhibition, % at 12.5 µM. hit rate 0.15% among 160,000;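 further: 0% = negative control wells and 100% = reference inhibitor with no enzyme activity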
NPYLR7 ag: agonists of mosquito NPYLR7 receptor, primary screen, cell-based, Aedes aegypti, calcium fluorescence, mosquito biting behavior; Aedes aegypti neuropeptide Y-like receptor 7 (NPYLR7); HEK293T NPYLR7/Galpha15, GCaMP6s calcium fluorescence; activation, % at 10 µM; hit rate 0.15% among 270,000; in the data active means activation above about 40%;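 further: 0% = vehicle and 100% = reference agonist at the receptor; some compounds past the cut are filed as inactive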
hcGAS inh: Primary biochemical luminescence assay for human cyclic GMP-AMP synthase inhibitors; inhibition, % at 12.5 µM; Q8N884; hit rate 0.081% among 290,000; recombinant h-cGAS, ATP depletion, Kinase-Glo luminescence;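 further: 0% = vehicle reaction and 100% = reaction without DNA for no activity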
Target sequence (Q8N884 whole entry, looked up): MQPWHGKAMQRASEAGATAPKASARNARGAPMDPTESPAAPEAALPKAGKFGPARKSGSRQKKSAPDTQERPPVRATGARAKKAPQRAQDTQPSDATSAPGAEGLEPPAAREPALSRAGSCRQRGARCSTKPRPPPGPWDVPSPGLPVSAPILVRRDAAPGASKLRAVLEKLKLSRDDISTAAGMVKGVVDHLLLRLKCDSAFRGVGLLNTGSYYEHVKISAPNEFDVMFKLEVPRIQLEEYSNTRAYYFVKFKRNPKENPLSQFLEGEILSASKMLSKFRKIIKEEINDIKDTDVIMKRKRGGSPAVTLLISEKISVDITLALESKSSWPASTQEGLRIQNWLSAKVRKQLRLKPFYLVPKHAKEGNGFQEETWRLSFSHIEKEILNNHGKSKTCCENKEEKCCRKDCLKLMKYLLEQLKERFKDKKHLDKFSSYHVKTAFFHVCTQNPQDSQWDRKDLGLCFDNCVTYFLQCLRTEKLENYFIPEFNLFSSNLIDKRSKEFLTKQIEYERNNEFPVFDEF
* hit, by the source's call; x = not tested or not shown; & = joins results of further samples. Unless noted, no stated cut-off is given here; in the data, active means inhibition above about 40%; inactive means the rest. Rows are unselected. Share with any hit: about 0.27%.

SMILES	mcGAS lum	NPYLR7 ag	hcGAS inh
CCOC(=O)C1CCCN(C(=O)c2cccc(Nc3c(Oc4cccc(Cl)c4)cnn(-c4ccc(F)cc4)c3=O)c2)C1 (stereo not drawn)	-5	11	-6
CC1(C(=O)NS(=O)(=O)c2cccc(Cl)c2)CCN1C(=O)c1ccccc1 (stereo not drawn)	x	1	2
CSCc1ccc(C(=O)NCc2ccc(F)cc2)o1	x	3	-4
O=C(COC(=O)C1CC2CCCC(C1)C2=O)NC1CCCCC1 (stereo not drawn)	x	11	-7
C[C@@H]1CC2OC(=O)[C@@]3(C)C(=O)CC[C@@](C)(C23)[C@@]1(O)CCc1ccoc1 (stereo partly drawn)	-2	2	3
COc1ccccc1N1CCN(Cc2cnn(C)c2C)C(C)C1 (stereo not drawn)	-9	-1	-4
CCCCc1nnc(SCCSc2nnc(CCCC)n2N)n1N	x	-3	0
CC1CCCCN1C(=O)C(NC(=O)c1cccs1)C1CCN(C(=O)c2ccc(F)cc2)CC1 (stereo not drawn)	-4	25	-5
Cc1sc2nc(C3CC3)nc(N3CCNCC3)c2c1C	x	-1	-5
Fc1cccc(-n2cc[nH]c2=S)c1	x	2	-6
O=C(NCc1ccco1)C1COC2(CCCCC2)N1C(=O)Cc1ccccc1 (stereo not drawn)	-1	-1	-1
COCCN(CC(=O)N1CCc2sccc2C1c1ccc(Cl)cc1Cl)S(=O)(=O)c1ccc(OC)cc1 (stereo not drawn)	-5	16	-2
Cc1c(NCC(C)(C)C)cccc1C(=O)N(C)C	x	1	-8
O=C(c1ccc2c(c1)OCO2)N1CCN(c2nccs2)CC1	x	6	-7
CC1(C)CC(=O)c2cc3c(N)c(C(=O)Nc4ccc(Oc5ccccc5)cc4)sc3nc2C1	x	5	-6
Cc1ccc(C2CC(C(F)(F)F)n3ncc(C(=O)N4CCN(c5ccccc5)CC4)c3N2)cc1 (stereo not drawn)	-7	-2	-3
Cc1c(-c2cccc(NC(=O)Nc3ccc(Cl)cc3)c2)nc2ncccn12	x	5	-4
COC(=O)c1c(C)[nH]c(C(=O)COC(=O)c2ccc(F)c(F)c2)c1C	x	16	-11
CCCN(Cc1ccncc1)Cc1ccc(SC)cc1	x	0	-6
CN(C(=O)c1oc2ccccc2c1CSC1CCCCC1)C1CCS(=O)(=O)C1 (stereo not drawn)	x	0	3
O=C(NCCc1ccccn1)c1coc(CN(CCc2c[nH]c3ccccc23)Cc2cccc(C(F)(F)F)c2)n1	-3	x	-3
CCC(Nc1nc(-c2ccncc2)nc2c1CCNC2)c1ccc(OC)cc1 (stereo not drawn)	x	2	-7
COc1ccc(-c2nc(=S)c3c([nH]2)Oc2ccccc2C3)c(OC)c1	0	1	3
CCCCCC(=O)Nc1c(-c2ccc(C)cc2)nc2cc(C)ccn12	-8	-5	-8
COCCN(CCC(=O)N1CCC(Cc2ccccc2)CC1)c1nc(Cc2cccc(OC)c2)ns1	-5	-5	-6
CN1CCC=C(c2noc(CN(C)C(=O)c3ccnc(Cl)c3)n2)C1	x	5	0
COc1ccccc1C(=O)NC(C)c1nnc(SCc2ccccc2C)n1-c1ccc(Cl)cc1Cl (stereo not drawn)	1	-4	0
O=C(O)c1ccc(NCN2C(=O)c3ccccc3C2=O)cc1	1	-9	2
O=c1c2cnc3nc(-c4ccccc4)nn3c2ccn1Cc1ccccn1	x	2	-3
O=C(NCc1ccc(C(=O)N2CCOCC2)o1)NC12CC3CC(CC(C3)C1)C2	-5	x	-9
Cn1cnnc1CC1CCN(C(=O)NC2CCCCC2)C1 (stereo not drawn)	-6	x	-12
O=C(c1scc2c1CCCC2)N1CCCC(CO)(Cc2cccc(Cl)c2)C1 (stereo not drawn)	-2	2&-1	-11&-1
CCOC(=O)c1c(NC(=O)c2c(C)noc2C)c(-c2ccc(OC)cc2)cn1Cc1ccccc1	-7	2	-5
C=C(C)Cn1c(=O)c2c(nc3n(CCC)c(C)c(C)n23)n(C)c1=O	x	-4	1
O=c1[nH]c(CN2CCN(Cc3ccccn3)CC2)nc2ccsc12	x	-8	-8
O=C(Nc1ccccc1Br)N1CC(=O)N2CCc3c(F)cccc3C2C1 (stereo not drawn)	-6	13	-7
C=CCn1c(=NC(=O)c2nc3ccccc3s2)sc2cccc(OC)c21	-8	3	-7
CNC(=S)N/N=C(\C)c1ccc([N+](=O)[O-])cc1	x	5	-9
Fc1cccc(N2CC3ON=C(c4c(F)cccc4Cl)C3C2)c1 (stereo not drawn)	x	7	-5
COc1ccc(N2CC(CNC(=O)c3cccs3)OC2=O)cc1 (stereo not drawn)	x	4	-3
O=C(Nc1ccc(Cl)cc1Cl)N1CCSC1c1cccc(C(F)(F)F)c1 (stereo not drawn)	-4	x	-6
CC(C)n1cc2cc(NC(=O)c3ccn(C)c(=O)c3)ccc2n1	x	4	-3
COc1ccc(Cl)cc1C1=N/C(=C\c2cccnc2)C(=O)O1	1	-1	2
COc1cccc(CO[C@]2(C(=O)NCC3CCCO3)CC(OCc3cccc(Cl)c3)[C@H](O)[C@H](O)C2)c1 (stereo partly drawn)	-5	16	-4
Brc1ccc(C2CC(c3cccc(Br)c3)=Nc3nnnn32)cc1 (stereo not drawn)	x	22	-4
Clc1cc(Cl)c(OCc2cn3cccnc3n2)c(Cl)c1	-2	5&4	-4&-3
COCCN(CC(=O)N(CCc1c[nH]c2ccccc12)Cc1ccc(C(F)(F)F)cc1)C(=O)c1ccc(Br)cc1	-5	-2	-10
COCCNCc1nccn1Cc1ccccc1Cl	-5	5	-4
Cn1c(=O)c2c(nc3n2CC(c2ccc(F)cc2)=NN3CCCc2ccccc2)n(C)c1=O	-6	8	-1
Cc1ccc(S(=O)(=O)n2ccn(C(=O)C3CCCC3)c2=O)cc1	-8	9	-8

Following part.
SMILES	mcGAS lum	NPYLR7 ag	hcGAS inh
C/C=C(\C)C(=O)OC1[C@@H]2C=C3C4CC(=O)O[C@@H](c5ccoc5)[C@]4(C)CCC3[C@@](C)(C2=O)[C@@H](C(O)C(=O)OC)C1(C)C (stereo partly drawn)	-3	x	-6
Cc1cc(OCC2CN(C(=O)c3ccccc3C)CCO2)ccc1Cl (stereo not drawn)	-4	11	-8
COc1cccc(-c2nsc(NC(=O)CC(F)(F)F)n2)c1	x	10	-1
CCC(=O)Nc1cc(C)nn1-c1nc(-c2ccccc2)cs1	-10	-9	-7
Cc1ccccc1-n1nnnc1C(c1ccccc1)N(C)C(=O)CCC1(C)CCC(=O)N1 (stereo not drawn)	-10	18	-7
C=CCn1c(=NC(=O)c2ccc(OC)cc2OC)sc2cccc(OC)c21	-7	3	-5
COCCCNC(=O)CN1C(=O)CSC(c2ccc(OC)c(OC)c2)c2c(-c3ccccc3)nn(-c3cccc(C)c3)c21 (stereo not drawn)	-1	-5	0
COC(=O)c1ccc(C(=O)Nc2nc3c(s2)CCCC3)cc1	x	16	-3
Cc1nc(-c2ccc(NC(=O)Nc3c(C)nn(C(C)C)c3C)cc2)cc(=O)[nH]1	x	5	-5
COCCNS(=O)(=O)c1c(C)c(C)c(C)c(C)c1C	-17	11	-5
CC(C)N1CC(=O)N(c2ccc(F)c(Cl)c2)C1=S	-5	11	-6
Cc1nc(NC(=O)CCn2c(-c3cccs3)n[nH]c2=S)sc1C	-4	14	-21
C=CCCOC(=O)N1C[C@H](C(N)=O)[C@H]2c3ccccc3N(CCOC)C(=O)[C@]21C	-5	3	0
CCN(CC(=O)NC(=O)NCc1ccccc1)Cc1ccc(OC)c(F)c1	x	0	-13
Cc1ccc(CCNC(=O)c2cc(CN3CCOCC3)on2)s1	x	-3	1
CC1(C)N=C(N)NC(Nc2cccc(Br)c2)=N1	-5	23	-5
CC(C)C[C@@H](N)C(=O)NCc1cn2ccccc2n1	-13	1	-4
C=C(C)Cn1c(=O)c2c(nc3n2CC(C)=NN3CC(N)=O)n(C)c1=O	x	-5	1
Cc1cccc(C(=O)N2C(C(=O)N3CCN(C)CC3)COC23CCCCC3)c1 (stereo not drawn)	1	-9	-4
COc1cc2nc(-c3ccc(OC)c([N+](=O)[O-])c3)oc(=O)c2cc1OC	-3	3	-5

In another format: 16 of the compounds above.
The line under a structure holds: mcGAS lum, NPYLR7 ag, hcGAS inh
COc1cccc(-c2nsc(NC(=O)CC(F)(F)F)n2)c1
  x, 10, -1
CCC(=O)Nc1cc(C)nn1-c1nc(-c2ccccc2)cs1
  -10, -9, -7
Cc1ccccc1-n1nnnc1C(c1ccccc1)N(C)C(=O)CCC1(C)CCC(=O)N1 (stereo not drawn)
  -10, 18, -7
C=CCn1c(=NC(=O)c2ccc(OC)cc2OC)sc2cccc(OC)c21
  -7, 3, -5
COCCCNC(=O)CN1C(=O)CSC(c2ccc(OC)c(OC)c2)c2c(-c3ccccc3)nn(-c3cccc(C)c3)c21 (stereo not drawn)
  -1, -5, 0
COC(=O)c1ccc(C(=O)Nc2nc3c(s2)CCCC3)cc1
  x, 16, -3
Cc1nc(-c2ccc(NC(=O)Nc3c(C)nn(C(C)C)c3C)cc2)cc(=O)[nH]1
  x, 5, -5
COCCNS(=O)(=O)c1c(C)c(C)c(C)c(C)c1C
  -17, 11, -5
CC(C)N1CC(=O)N(c2ccc(F)c(Cl)c2)C1=S
  -5, 11, -6
Cc1nc(NC(=O)CCn2c(-c3cccs3)n[nH]c2=S)sc1C
  -4, 14, -21
C=CCCOC(=O)N1C[C@H](C(N)=O)[C@H]2c3ccccc3N(CCOC)C(=O)[C@]21C
  -5, 3, 0
CCN(CC(=O)NC(=O)NCc1ccccc1)Cc1ccc(OC)c(F)c1
  x, 0, -13
Cc1ccc(CCNC(=O)c2cc(CN3CCOCC3)on2)s1
  x, -3, 1
CC1(C)N=C(N)NC(Nc2cccc(Br)c2)=N1
  -5, 23, -5
CC(C)C[C@@H](N)C(=O)NCc1cn2ccccc2n1
  -13, 1, -4
C=C(C)Cn1c(=O)c2c(nc3n2CC(C)=NN3CC(N)=O)n(C)c1=O
  x, -5, 1

The list continues.
SMILES	mcGAS lum	NPYLR7 ag	hcGAS inh
CC(=O)N1CCC(Oc2ccc(Cl)cc2C(=O)N2CCC[C@H]2CO)CC1	x	3	-6
CC(C)(C)C(=O)COC(=O)c1nn(-c2ccccc2)c(=O)c2ccccc12	1	-5	1
O=C(NC1CCN(c2ccccc2C(=O)NC2CCCc3ccccc32)CC1)c1ccc(C(F)(F)F)cc1 (stereo not drawn)	0	0	3
Cc1nn2c(ncc3c(=O)n(CCCN(C)C)ccc32)c1-c1ccccc1	x	5	-4
COC(=O)C1CCN(Cc2cn(-c3ccccc3)nc2-c2ccc(OC)cc2)CC1	-7	3	1
O=C(O)C1Sc2[nH]c(=O)sc2C2c3ccccc3OC(=O)C12 (stereo not drawn)	1	10&13	-9&-4
Cn1c(=O)[nH]c(=O)c2c1nc1n2CCCN1c1ccc(S(N)(=O)=O)cc1	-8	1	-4
O=C(Cn1c(=O)n(CC2CC2)c2ccc(C(=O)O)cc21)NCc1cccs1	1	-1	3
Cc1ccc(-n2nc(C(C)C)c(C(=O)NCc3ccncc3)c2C(C)C)cc1	1	-1	-2
Cc1c(Cl)c(C(F)(F)F)nn1CC(=O)Nc1ccc(C#N)cc1	-3	5	-3
O=C(CCC(=O)N1CC[C@@H](c2ccc(F)cc2)[C@H](O)C1)c1ccccc1	-14	4	-3
COC1CCCCC1Nc1ccc(C)c(C)c1 (stereo not drawn)	x	-1	-6
CC(C)CC(C)NC(=O)CCC(=O)N1CCc2ccccc2C1 (stereo not drawn)	-5	-8	-5
Cc1c(C(=O)N(C)C(C)C2CC2)cnn1-c1ccc(Br)cc1 (stereo not drawn)	x	2	4
C=CCN(Cc1cccc(OC)c1)C(=O)c1ccc2[nH]ccc2c1	x	6	-5
CCC1CCCCN1Cc1nc2c(c(=O)n(C)c(=O)n2C)n1CCC(C)C (stereo not drawn)	-8	5	-5
CCCCN(C)C(=O)c1sc(=O)n(Cc2ccccc2)c1C	x	-4	-2
CCCC(=O)N1CCCC1(C)C(=O)Nc1ccc2nc(C)ccc2c1 (stereo not drawn)	x	-4	1
O=[N+]([O-])c1c(N2CCN(CCO)CC2)ccc2nonc12	x	-7	5
CN(Cc1ccccc1F)C(=O)C1CC=CCC1 (stereo not drawn)	x	-3	7
O=C(O)c1nc2cc(Cl)c(Cl)cc2[nH]c1=O	7	-4	11
O=C(Nc1ccccc1N1CCCC1)c1n[nH]c(=O)c2ccccc12	-9	4	-5
CC(=O)c1c(C)nn(CC(O)COc2ccc3ccccc3c2)c1C (stereo not drawn)	-7	10	-8
CCN(CC)CCn1ccnc1-c1cc2ccc(F)cc2[nH]c1=O	1	-8	-3
Cc1cccc(-c2cnc(C3CCCN3C(=O)c3cnc(C)cn3)[nH]2)c1 (stereo not drawn)	x	3	-8
O=C(NCc1ccc2c(c1)OCO2)c1ccccc1NS(=O)(=O)c1ccc(Br)cc1	-2	-1	3
COc1cccc(OC)c1OCCOc1ccc([N+](=O)[O-])cc1	x	22	-14
CC(C)CC(C)N(C)C(=O)NCc1cccs1 (stereo not drawn)	-13	7	-9
O=C1CCCc2nc3nc(-c4cccnc4)nn3cc21	-6	1	-5
CC(c1ccc2c(c1)OCCO2)N(C)C(=O)c1cn(C2CCCCC2)nn1 (stereo not drawn)	x	0	-9
Cc1c(CN(C)Cc2ccc(C#CC(C)(C)O)s2)cnn1C	x	4	-1
CC(=O)Nc1cccc(NC(=O)C(=O)NCCc2ccc3c(c2)CCCN3C)c1	x	-5	5
COc1ccc(C(=O)N2C(C(=O)NCc3cccnc3)COC23CCN(C(=O)Cc2cccs2)CC3)cc1 (stereo not drawn)	-5	1	-7
CC(C)CCn1c(N2CCN(c3ccccc3)CC2)nc2c1c(=O)n(C)c(=O)n2C	x	24	-4

Screens from PubChem.
